From PubChem BioAssay
DRD3 agonist: qHTS of D3 Dopamine Receptor Agonist: qHTS; D(3) dopamine receptor (Homo sapiens), P35462; D3R DiscoveRx beta-arrestin cells, luminescence, 90 min; max activation, %; actives 0.58% (n = 410,000); AID 652048, 2013; in the data active means max activation above about 30%; further: 0% is about no effect; mostly tested at two doses, the higher about 12 µM
Target sequence (P35462 whole entry, looked up): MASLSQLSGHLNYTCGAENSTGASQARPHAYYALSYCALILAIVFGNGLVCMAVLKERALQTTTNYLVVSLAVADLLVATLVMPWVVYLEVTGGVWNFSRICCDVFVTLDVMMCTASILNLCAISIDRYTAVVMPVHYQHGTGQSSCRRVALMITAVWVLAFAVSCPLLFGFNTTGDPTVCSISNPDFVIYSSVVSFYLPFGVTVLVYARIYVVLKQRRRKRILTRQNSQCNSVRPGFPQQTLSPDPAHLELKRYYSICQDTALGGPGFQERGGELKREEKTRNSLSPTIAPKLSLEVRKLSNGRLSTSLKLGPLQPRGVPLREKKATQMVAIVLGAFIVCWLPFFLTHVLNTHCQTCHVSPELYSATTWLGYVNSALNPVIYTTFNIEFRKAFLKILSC
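Cells at 1500/well, incubated overnight, then treated with pinned compounds (dopamine as control) for 90 min at 37 degrees C. DiscoveRx reagent added for 30 - 60 minutes at room temperature; luminescence read.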
FUS yeast rescue: qHTS for Suppressors of FUS Proteinopathy: Primary screen using FUS-linked yeast assay; Potency, µM (series often up to 76.6 µM), for inactives: at the highest dose growth rescue (activation), usual class: activators; S. cerevisiae FUS-expressing, growth rescue, OD600, 24 h; actives 0.24% (n = 390,000);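 further: potency means the concentration at half of the fitted maximal effect; plate controls were DMSO vehicle for no effect and reference control for full effect; nearly all actives have a fitted effect of over 55% in size; some results filed as inactive show a strong effect at the top dose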
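Yeast expressing FUS under galactose induction, OD 0.005 in 2% galactose medium; compounds in a dilution series, 24 h at 30C. Growth rescue by absorbance at 600 nm; CP55940 positive control, DMSO negative.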
EPAC2 antag: qHTS for Antagonist of cAMP-regulated guanine nucleotide exchange factor 2 (EPAC2): primary screen; EPAC2 GEF exchange of Rap1B-BODIPY-GDP, fluorescence; Potency, µM (doses to about 114 µM), for inactives: at the top dose activity, negative = inhibition, usual class: inhibitors; Rap guanine nucleotide exchange factor 4 (Homo sapiens), Q8WZA2; AID 720708, 2013; actives 0.18% (n = 360,000); further: potency means the concentration at half of the fitted maximal effect; on the % scale 0 is the no-effect control and ±100 the full control effect; nearly all actives have a fitted effect of over 45% in size; many of its hits are not listed in these tables
Abeta yeast res: qHTS for compounds that reverse cellular toxicity of Amyloid beta (A-beta) peptide in yeast: Primary Screen. actives 0.063% (n = 410,000). Potency, µM (top dose mostly 46.1 µM), without a hit: at the top dose growth rescue, actives largely listed as activators. AID 1347071, 2019. yeast expressing A-beta42, growth rescue, OD600, 48 h; response scale: 0% DMSO, 100% iron-clioquinol control; further: potency means the concentration at half of the fitted maximal effect; nearly all actives have a fitted effect of over 55% in size
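Yeast growth medium received pinned compounds, then yeast cells expressing toxic A-beta were added; plates incubated at 30 C for 48 hr. Growth read as absorbance at 600 nm, normalized to DMSO and equimolar FeCl3 plus clioquinol controls.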
EPAC2 ag: qHTS for Agonist of cAMP-regulated guanine nucleotide exchange factor 4 (EPAC2): primary screen. Rap guanine nucleotide exchange factor 4 (Homo sapiens), Q8WZA2. EPAC2 activation, biochemical qHTS; response scale: 100% = 6.5 mM cAMP response. Potency, µM (series often up to 154 µM), inactives show at the highest dose activation, hits mostly activators. actives 0.079% (n = 360,000). AID 720711, 2013; further: potency means the concentration at half of the fitted maximal effect; nearly all actives have a fitted effect of over 50% in size
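Nucleotide exchange monitored as fluorescence drop when BODIPY-GDP leaves Rap1B. Reaction: 100 nM EPAC2, 250 nM RAP1B-BODIPY-GDP, 50 uM GDP, room temperature, kinetic read over 30 min. Activity expressed relative to 6.5 mM cAMP.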
TDP43 rescue: qHTS of TDP-43 Inhibitors. TDP-43 expressing yeast growth rescue, BacTiter-Glo, 24 h. Potency, µM (top dose mostly 46.1 µM), inactives show top-dose growth rescue (activation), actives largely listed as activators. actives 1.8% (n = 410,000); further: potency means the concentration at half of the fitted maximal effect; % of control where 0% means no effect; nearly all actives have a fitted effect of over 50% in size
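Galactose-induced TDP-43 yeast, OD600=0.02, compound pinned; 24 hr, 30 deg C; BacTiter-Glo luminescence for growth. Inhibitors of TDP-43 toxicity read as activators.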
DRD3 antagonist: qHTS of D3 Dopamine Receptor Antagonist: qHTS; D3R cells, DiscoveRx beta-arrestin luminescence, antagonist mode; active compounds read low; max response, negative = inhibition, %; actives 2.5% (n = 360,000); AID 652054, 2013; in the data active means max response below about -50%; inconclusive means no clear call, values can overlap the other calls; further: on the % scale 0 is the no-effect control and ±100 the full control effect; mostly tested at two doses, the higher about 12 µM
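Cells plated overnight at 1500 cells/well, then exposed to library compounds with dopamine controls for 90 minutes at 37 degrees C. DiscoveRx reagent added for 30–60 minutes at room temperature; luminescence read, quantitative HTS format.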
aSyn yeast inh: qHTS of alpha-syn Inhibitors. Yeast expressing alpha-synuclein, growth rescue, BacTiter-Glo, 24 h. Potency, µM (series often up to 46.1 µM), for the others: at the top dose growth rescue (activation), hits mostly activators. actives 0.14% (n = 370,000); further: potency means the concentration at half of the fitted maximal effect; % of control where 0% means no effect; nearly all actives have a fitted effect of over 65% in size
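Rescue of yeast growth: cells expressing toxic alpha-synuclein, induced in galactose at OD600 0.02, incubated with compound 24 h at 30 C. ATP luminescence quantified growth; inhibitors of toxicity appear as activators.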
* marks the source's active call; other numbers are inactive results; ? = inconclusive; . = no result given; [ ] = another dose, or the depositor's remark. Unless noted, the call rests on the fitted dose curve; in most records, active means well fitted curve in the direction sought with a large enough effect; inconclusive means small, poorly fitted or top-dose-only effect, or another doubt; inactive means no such curve, though single readings can be large; an effect the other way counts as inactive or inconclusive. An excerpt; rates above refer to the full screens.

canonical_smiles	DRD3 agonist	FUS yeast rescue	EPAC2 antag	Abeta yeast res	EPAC2 ag	TDP43 rescue	DRD3 antagonist	aSyn yeast inh
COc1cc2c(cc1OC)CN(Cc1cccs1)CC2	-12.1	8.9%	4.0%	-18.8%	6.9%	-0.2%	-54.2*	-8.9%
CCOC(=O)c1cc(S(=O)(=O)N2CCN(c3ccccc3F)CC2)[nH]n1	-14.9	16.4%	.	4.2%	.	?	.	.
Cc1cccc(NC(=O)CSc2nc(N)cc(N)n2)c1	-7.5	1.0%	12.1%	-6.3%	-9.5%	6.5%	0.4	-3.5%
Cc1ccc(/C=N/Nc2ccc(F)cc2)s1	1.2	-1.0%	-5.9%	-4.2%	14.2%	11.4%	-27.8	?
COc1ccc(NC(=O)CN(C)C(=O)c2cc(CN3C(=O)c4ccccc4C3=O)ccc2OC)cc1	0.8	23.0%	8.0%	9.6%	5.4%	0.0%	-3.8	-6.9%
Cc1ccc(NCCN(C)C)c2c(=O)c3cc(O)ccc3sc12	-6.1	.	-10.2%	-23.6%	1.7%	20.7%	-18.6	-3.1%
COc1ccc(C2(c3ccc(OC)cc3)NC(=O)N(CC(=O)N(C)c3ccccc3)C2=O)cc1	1.0	-5.8%	-14.1%	-6.6%	2.3%	-1.5%	9.6	1.2%
COc1ccccc1NC(=O)CSCc1cc(=O)c2cccc(Cl)c2[nH]1	6.6	3.2%	.	-9.8%	.	10.4%	.	.
COCC(C)n1c(C)cc(C(=O)COC(=O)c2ccc3ncsc3c2)c1C (stereo unspecified)	-4.0	32.2%	-7.8%	0.6%	3.0%	-2.0%	37.2	11.8%
CC(=O)Nc1cccc(-c2ccnc3c2CC(C(=O)NCc2ccncc2)O3)c1 (stereo unspecified)	-5.5	-12.0%	5.3%	-23.2%	11.5%	15.0%	0.0	-4.3%
O=C1CSCC(=O)N1Cc1ccc(Cl)cc1Cl	3.4	-21.8%	-4.4%	18.2%	8.6%	?	7.5	5.7%
Cn1cnnc1SCC(=O)Nc1ccc(OCc2ccccc2)cc1	0.7	12.1%	21.0%	-8.0%	3.2%	12.6%	-3.0	-1.7%
CC[C@]1(C(=O)OC)[C@H]2C(=O)N(C)C(=O)[C@H]2[C@H]2CN=C(SCC3CC3)N21	-0.9	-16.0%	-1.9%	6.1%	1.3%	15.1%	0.0	2.6%
Cc1cc(Br)cc2c(C(=O)NCC3CCCO3)cc(-c3ccccc3)nc12 (stereo unspecified)	23.1	.	-2.8%	-6.7%	-9.2%	-0.7%	-23.0	-4.3%
CN(Cc1cccs1)C(=O)c1ccc(S(=O)(=O)NCc2ccco2)cc1	-1.6	-11.7%	0.4%	4.9%	9.5%	2.9%	-22.8	-4.2%
O=C(CCCCn1c(=O)c2ccccc2n(Cc2ccccc2)c1=O)NC1CCN(Cc2ccccc2)CC1	-19.6	0.8%	-1.0%	-18.9%	1.5%	-6.7%	-57.6*	-0.5%
COc1c(C)cccc1C(=O)Nc1ccc(CN2CCOCC2)cc1	-9.7	-5.6%	-1.6%	-20.8%	12.8%	-9.5%	-17.2	-3.6%
CCCn1ncc(CN2CCC(C(=O)Nc3cccc(-c4cccc(F)c4)c3)CC2)c1C	-20.5	-0.5%	-2.6%	6.7%	0.1%	-0.1%	-7.2	0.8%
CC1CCCN(C(=O)C2CCN(CC(C)c3ccccc3)CC2)C1 (stereo unspecified)	-13.0	6.6%	0.0%	-7.4%	15.1%	-10.1%	0.4	1.2%
CCCNC(=S)N1CCC(Cc2ccccc2)CC1	0.8	7.6%	-6.0%	?	8.9%	-4.7%	-2.7	-21.2%
Cc1noc(-c2ccc(-c3noc(-c4ccc([N+](=O)[O-])c(C)c4)n3)cc2)n1	-19.3	3.5%	.	-7.1%	.	10.2%	.	.
Cc1cccc(NCCC#N)c1	2.5	-11.8%	2.7%	14.8%	-7.0%	-0.4%	-0.9	2.2%
NNC(=O)COc1ccc(F)cc1	-4.5	.	5.2%	10.0%	-0.6%	15.7%	-3.8	7.1%
COc1cc(CNCc2ccncc2)cc(OC)c1OC	-2.6	-19.9%	19.9%	7.3%	-0.6%	2.7%	-21.5	-1.9%
CN(CCOC(=O)c1ccco1)Cc1ccccc1	-15.6	-23.4%	-0.3%	23.1%[9.22 µM]	5.4%	13.4%	-14.4	-8.2%
Cc1ccccc1NC(=O)c1nn(C)c(C(=O)Nc2ccccc2C)c1[N+](=O)[O-]	0.6	-5.4%	2.6%	13.9%	4.6%	11.2%	-5.0	-0.3%
COc1ccc(Cl)cc1NC(=O)CCn1nc(C)cc1C	-2.1	11.2%	.	12.2%	.	28.1%	.	.
Nc1nonc1-c1nc2ccccc2n1CCC(=O)O	4.3	2.5%	2.6%	12.5%	6.2%	11.4%	-12.3	-6.1%
COCCNC(=S)N(CCc1c(C)[nH]c2ccc(F)cc12)Cc1cccs1	-2.9	34.5%	-2.1%	31.2%	?	?	-15.5	?
COC(=O)CCN(C(=O)c1ccc2c(c1)OCO2)c1ccccn1	-10.8	-19.7%	4.2%	-12.3%	0.9%	-2.9%	-19.6	-5.0%
CN(Cc1ccccc1)C(=S)Nc1ccc(OC(F)F)cc1	-0.7	.	7.6%	0.0%	-1.8%	?	-9.6	-10.3%
CCOC(=O)C1CCCN(C(=O)c2ccc3c(c2)N(Cc2ccc(Cl)cc2)C(=O)c2ccccc2S3=O)C1 (stereo unspecified)	1.7	?	.	14.3%	.	2.1%	.	.
CCOc1ccccc1N1CCN(c2ncnc3scc(-c4ccc(OC)cc4)c23)CC1	8.9	36.9%	-11.8%	-2.7%	4.4%	?	103.9	0.9%
CCC1CCCCN1CCCNC(=O)C1CCCN(c2nn3c(=O)cc(C)nc3s2)C1 (stereo unspecified)	-0.7	5.0%	1.1%	15.9%	-1.4%	-17.8%	-1.8	-3.6%
COc1cccc(C(=O)NCCOc2cc(C)cc(C)c2)c1	-0.8	2.7%	-1.5%	-0.7%	2.8%	23.5%	11.8	1.5%
CCCCCn1c(=O)[nH]c2cc(C(=O)NCCCN3CCCCC3C)ccc2c1=O (stereo unspecified)	-2.5	7.1%	-6.5%	-9.1%	11.6%	-2.1%	-8.1	-3.9%
CCN(c1cccc(C)c1)S(=O)(=O)c1cccc2nsnc12	2.9	4.6%	-0.5%	9.4%	-5.2%	11.9%	?	14.4%
CC(C)Oc1ccc(Cc2cnc(N)nc2N)cc1	0.6	13.0%	11.3%[57.1 µM]	0.2%	-0.9%	-5.5%	20.6	-17.7%
Cc1cc(C)n2nc(SC(C)C(=O)Nc3ccc(Cl)cn3)nc2n1 (stereo unspecified)	2.7	1.1%	1.8%	0.7%	-6.4%	11.5%[9.22 µM]	13.9	0.0%
CCOC(=O)c1c(NC(=O)c2c(C(=O)O)cccc2[N+](=O)[O-])sc2c1CCCC2	7.9	14.3%	8.3%	-8.1%	-3.2%	-62.4%[inhibitor]	-12.1	-2.9%

The final 2 compounds of the part before open the next one:
canonical_smiles	DRD3 agonist	FUS yeast rescue	EPAC2 antag	Abeta yeast res	EPAC2 ag	TDP43 rescue	DRD3 antagonist	aSyn yeast inh
Cc1cc(C)n2nc(SC(C)C(=O)Nc3ccc(Cl)cn3)nc2n1 (stereo unspecified)	2.7	1.1%	1.8%	0.7%	-6.4%	11.5%[9.22 µM]	13.9	0.0%
CCOC(=O)c1c(NC(=O)c2c(C(=O)O)cccc2[N+](=O)[O-])sc2c1CCCC2	7.9	14.3%	8.3%	-8.1%	-3.2%	-62.4%[inhibitor]	-12.1	-2.9%
O=C1c2ccccc2NC(c2ccc(-c3ccc(F)cc3)o2)N1O (stereo unspecified)	.	7.1%	0.3%	0.3%	4.8%	.	.	.
Cc1ccccc1NC(=O)CSc1nc(N)c2c3c(sc2n1)CSC(C)(C)C3	0.6	42.4%	-2.7%	0.0%	18.6%	16.3%	6.1	12.3%
COc1ccc(C(=O)OCC(=O)c2ccc(Cl)s2)c(OC)c1OC	-16.3	19.1%	-2.4%	1.2%	5.3%	19.8%	-13.4	-2.4%
COc1cc(/C=N/NC(=O)c2ccccc2NS(=O)(=O)c2cccs2)ccc1O	-3.6	22.9%	-20.6%	-1.7%	3.9%	-22.6%	-2.4	-11.6%
COc1cccc(CN2CCN(Cc3c(C)nn(C(C)C)c3C)CC2CCO)c1 (stereo unspecified)	-3.5	-17.8%	2.9%	-1.8%	1.8%	-10.4%	?	-7.5%
COc1cc2c(cc1OC)C(C1C(=O)CC(C)(C)CC1=O)N(C(=O)CCl)CC2 (stereo unspecified)	10.3	-6.1%	16.4%	-5.5%	9.5%	-0.9%	0.8	3.4%

Record cards, from the list above:
COc1cccc(CN2CCN(Cc3c(C)nn(C(C)C)c3C)CC2CCO)c1 (stereo unspecified) in the list: DRD3 agonist = -3.5; FUS yeast rescue = -17.8%; EPAC2 antag = 2.9%; Abeta yeast res = -1.8%; EPAC2 ag = 1.8%; TDP43 rescue = -10.4%; DRD3 antagonist = ?; aSyn yeast inh = -7.5%
Cc1ccccc1NC(=O)CSc1nc(N)c2c3c(sc2n1)CSC(C)(C)C3 in the list: DRD3 agonist = 0.6; FUS yeast rescue = 42.4%; EPAC2 antag = -2.7%; Abeta yeast res = 0.0%; EPAC2 ag = 18.6%; TDP43 rescue = 16.3%; DRD3 antagonist = 6.1; aSyn yeast inh = 12.3%
